Bioassay records from PubChem.
proKLK7 act – activators of human kallikrein-7 zymogen | activation, % at 7 µM | purified proKLK7, EDANS-DABCYL substrate fluorescence; 100% is mature enzyme control, 0% vehicle | P49862 | AID 652039 | 0.9% of 370,000 active;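 active = activation above the mean of all tested compounds plus 3 SD, computed per campaign excluding outliers beyond control limits, cut at about 13% in these data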
Tn7 DDE FP – disrupts Tn7 cyclic peptide binding to fibrin D-Dimer-E complex | FP displacement of FITC-Tn7 peptide from fibrin DD(E); 0% = median of compound wells per plate | inhibition, % at 8.3 µM | 0.13% of 370,000 active;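 active = inhibition above the mean of compounds falling within the control limits plus 3 SD of them, cut at about 14% in these data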;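 also: 0% = plate median of compound wells and 100% = 10 µM Aha-Tn7 peptide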
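Test system: human clot-derived fibrin DD(E) complex / Quantity: 2 µM final DD(E) protein / Incubation: 10 min plus 3 h, room temperature / Measured by: fluorescence polarization / Benchmarks: high control of 10 µM Aha-Tn7 peptide / Replicates: singlicate testing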
TDP2 absorb – blocks human TDP2 phosphodiesterase activity | O95551 | recombinant TDP2, T5PNP hydrolysis, p-nitrophenol absorbance 415 nm | inhibition, % at 12.8 µM | 0.34% of 370,000 active | AID 720702;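 active = inhibition above the mean of all tested compounds plus 3 SD, set per campaign, cut at about 25% in these data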;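 also: 0% = DMSO with enzyme and 100% = buffer with substrate but no TDP2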
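test system = human TDP2 enzyme | input = TDP2 enzyme at 120 nM final | medium = 50 mM Tris-HCl pH 7.5 with Mg2+, KCl, DTT, BSA | also added = T5PNP substrate, 5 mM | times = 2 h at 37 °C | technique = epi absorbance | benchmarks = high control without enzyme, low control DMSO plus TDP2 | replication = each compound tested once, singlicate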
PLC-gamma1 inh – blocks human PLC-gamma1 enzyme activity | 0.84% of 370,000 active | purified PLC-gamma1, fluorogenic substrate, fluorescence | inhibition, % at 12.2 µM; in the data active = inhibition above about 9.5%
Target sequence (P19174 whole entry, looked up): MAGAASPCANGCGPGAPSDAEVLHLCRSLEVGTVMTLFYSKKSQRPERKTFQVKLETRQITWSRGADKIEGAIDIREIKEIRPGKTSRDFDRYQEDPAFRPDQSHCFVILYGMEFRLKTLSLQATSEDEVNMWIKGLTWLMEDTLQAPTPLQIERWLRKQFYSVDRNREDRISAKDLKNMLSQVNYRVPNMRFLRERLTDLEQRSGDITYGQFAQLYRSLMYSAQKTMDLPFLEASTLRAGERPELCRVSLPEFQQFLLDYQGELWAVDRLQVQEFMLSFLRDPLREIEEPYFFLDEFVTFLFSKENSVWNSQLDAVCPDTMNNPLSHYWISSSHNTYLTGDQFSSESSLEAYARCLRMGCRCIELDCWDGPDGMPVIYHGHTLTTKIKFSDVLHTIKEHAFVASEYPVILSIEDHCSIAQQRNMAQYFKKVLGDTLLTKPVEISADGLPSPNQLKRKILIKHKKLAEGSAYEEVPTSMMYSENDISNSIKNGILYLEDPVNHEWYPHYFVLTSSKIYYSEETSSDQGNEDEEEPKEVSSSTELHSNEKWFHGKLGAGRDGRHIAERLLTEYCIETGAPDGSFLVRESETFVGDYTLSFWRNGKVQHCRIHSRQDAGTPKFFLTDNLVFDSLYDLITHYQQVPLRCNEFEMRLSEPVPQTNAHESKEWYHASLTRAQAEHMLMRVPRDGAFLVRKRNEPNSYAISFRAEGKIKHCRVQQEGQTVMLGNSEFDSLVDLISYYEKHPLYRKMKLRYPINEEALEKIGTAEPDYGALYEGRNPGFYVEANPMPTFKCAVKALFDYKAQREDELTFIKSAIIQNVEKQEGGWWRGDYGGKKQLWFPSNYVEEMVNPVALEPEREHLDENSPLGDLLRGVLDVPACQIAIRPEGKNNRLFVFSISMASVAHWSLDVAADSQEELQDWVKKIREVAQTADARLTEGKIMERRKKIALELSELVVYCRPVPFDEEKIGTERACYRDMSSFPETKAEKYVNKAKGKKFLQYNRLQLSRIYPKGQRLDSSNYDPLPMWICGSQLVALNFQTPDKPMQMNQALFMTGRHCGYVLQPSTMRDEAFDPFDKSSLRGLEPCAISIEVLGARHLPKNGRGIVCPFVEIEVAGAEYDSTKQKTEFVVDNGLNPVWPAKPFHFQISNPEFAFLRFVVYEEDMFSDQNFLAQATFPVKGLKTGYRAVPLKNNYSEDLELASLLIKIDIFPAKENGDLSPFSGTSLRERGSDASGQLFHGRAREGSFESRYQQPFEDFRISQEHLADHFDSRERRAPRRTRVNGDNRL
ASAP1 inh – ASAP1 ArfGAP inhibition | AID 624377 | Q9ULH1 | 0.19% of 360,000 active | inhibition, % at 16.5 µM | ASAP1-stimulated ARF1 GTP hydrolysis, GDP FP detection; in the data active = inhibition above about 25%;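 also: 0% = vehicle with enzyme and substrate and 100% = no enzyme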
LEDGF integ inh – blocks HIV-1 LEDGF/p75-dependent DNA integration. TR-FRET IN-LEDGF/p75 DNA integration, Eu/Cy5. inhibition, % at 3.7 µM. 0.64% of 370,000 active. AID 743269;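 active = inhibition above the screen-wide mean plus 3 SD, cut at about 13% in these data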;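 also: signal is the Cy5 over europium emission ratio at 671 and 618 nm; 0% = plate median of compound wells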
ARFGAP1 inh – rat ARFGAP1 inhibition. Q62848. Arfgap1-stimulated ARF1 GTP hydrolysis, GDP FP detection. inhibition, % at 16.5 µM. 0.26% of 360,000 active. AID 651572;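 active = inhibition above a per-plate limit, mean inhibition of low control wells plus 3 SD, cut at about 25% in these data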;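 also: 0% = DMSO wells with enzyme and 100% = wells lacking Arfgap1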
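Repeats: one replicate per compound; assay system: rat Arfgap1 catalytic domain, aa 1-136; times: enzyme reaction 120 min at 25 °C after 20 min preincubation; detection: FP of antibody-bound GDP Alexa 633 tracer, ex 620/em 688 nm; benchmarks: high control wells lacking Arfgap1, low control full reaction with DMSO; reagent: human ARF1(Δ1-17)-GTP substrate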
ADAM10 inh – inhibitors of human ADAM10; inhibition, % at 7 µM; O14672; 0.62% of 370,000 active; AID 720582; recombinant ADAM10, EDANS/DABCYL FRET peptide cleavage, 3 h;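 active = inhibition above a per-campaign cutoff equal to the mean of compounds falling between control-based bounds plus 3 SD, cut at about 20% in these data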;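 also: 0% = DMSO wells while the 100% control is not disclosed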
ADAM17 inh – ADAM17 inhibition, QFRET primary screen; 0.83% of 370,000 active; recombinant ADAM17, EDANS/DABCYL FRET peptide cleavage; inhibition, % at 6.95 µM; P78536;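 active = inhibition above the mean of compounds lying between control limits plus 3 SD, set per campaign, cut at about 8.5% in these data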;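 also: 0% = DMSO-only wells as the low control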
Tn6 DDE FP – disrupts Tn6 cyclic peptide binding to fibrin D-Dimer-E complex; P02675; Fibrin DD(E) TRITC-Tn6 fluorescence polarization displacement; inhibition, % at 8.3 µM; 0.21% of 370,000 active;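 active = inhibition above a per-campaign cutoff: mean of compounds within control limits plus 3 SD, cut at about 15% in these data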;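 also: 0% = median of all compound wells on the plate and 100% = blocking peptide control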
An asterisk follows results filed as active; i = inactive; & = joins results of further samples. The list is partial. The share of hits here may be higher or lower than overall.

SMILES | proKLK7 act | Tn7 DDE FP | TDP2 absorb | PLC-gamma1 inh | ASAP1 inh | LEDGF integ inh | ARFGAP1 inh | ADAM10 inh | ADAM17 inh | Tn6 DDE FP
CN(C)C1=C(C#N)C(c2ccccc2)=NP(N(C)C)(N(C)C)=N1 | -0.1 | -1 | -8 | -3 | 6 | 0 | 5 | -4 | 0 | -1
CCN1CCN(CC(c2ccccc2)c2ccccc2)CC1 | -0.1 | -1 | 5 | -2 | 7 | -3 | 2 | 4 | -3 | -4
O=[N+]([O-])c1ccccc1CNCCc1ccc(F)cc1 | -0.4 | -2 | 9 | 2 | -4 | 1 | -1 | -3 | -1 | 1
CS(=O)(=O)c1ccc(C2=C(CNC(=O)c3nccs3)[C@H]3CC[C@@H](C2)N3CCOc2ccccc2)cc1 | -0.2 | 3 | -6 | -1 | 1 | 1 | 6 | 4 | 0 | 5
O=c1[nH]c(=O)n(Cc2ccccc2)c(O)c1/C=C1\C=Nc2ccccc21 | -0.2 | -1 | -12 | -2 | 10 | 9 | 1 | -7 | -1 | -10
CC1=C2C(=O)C3C(CC=C4CC(OC5OC(O)C(O)C(O)C5CO)CCC43C)C2CCC12OC1CC(C)CNC1C2C (stereo not given) | -0.2 | 0 | 0 | 3 | 4 | 5 | -3 | 4 | -5 | 4
O=S(=O)(c1ccc(Cl)cc1)N1Cc2ccccc2-n2nncc2C1 | -0.5 | 7 | -1 | 0 | -5 | 2 | 5 | -2 | -3 | 0
N#C[C@H](O[C@@H]1O[C@H](CO[C@@H]2O[C@H](CO)[C@@H](O)[C@H](O)[C@H]2O)[C@@H](O)[C@H](O)[C@H]1O)c1ccccc1 | -0.5 | 0 | 0 | 2 | 2 | -2 | -3 | -3 | -1 | 8
CCC(CO)Nc1ccc([N+](=O)[O-])c2cccnc12 (stereo not given) | 0.2 | 0 | -4 | 6 | -4 | -1 | -6 | 6 | 2 | -5
CCOC(=O)C(c1c(O)c2ccccc2oc1=O)c1c(O)c2ccccc2oc1=O | -0.7 | 2 | -6 | -6 | 13 | 2 | -10 | -4 | -5 | 5
CCN(CC)c1ccc(N=Cc2c(O)n(-c3ccc(Cl)cc3)c(=O)[nH]c2=O)cc1 | -1.1 | 6 | 2 | 3 | 1 | -2 | 8 | -11 | -5 | -8
CCCNC(=O)N1[C@H]2CC[C@@H]1C(C(=O)OC)=C(c1cccc(OC)c1OC)C2 | 0.0 | -2 | 0 | 0 | 2 | -3 | -5 | -5 | -2 | -7
CC[C@@H](O)C[C@H]1CCC[C@@]2(C[C@@H]3OC(=O)/C=C/[C@@](C)(O)[C@@H](O)[C@H](C)[C@@H](O)[C@H](OC4CCC(N(C)C)C(C)O4)[C@@H](O)[C@](C)(O)CCCCC/C=C/[C@@H]4CC(C)(C)O[C@@]4(O)C[C@H](O2)[C@H]3C)O1 (stereo not given in full) | -0.6 | -7 | -5 | 5 | 5 | 2 | 2 | 5 | 3 | 0
COc1ccc(CC2(CCc3ccncc3)C(=O)NC(=O)NC2=O)cc1 | 0.9 | -1 | -2 | 0 | -6 | 4 | -6 | -12 | -5 | -3
COC(=O)C1=C(c2cccc(C#N)c2)C[C@@H]2CC[C@H]1N2C(=O)NCc1ccco1 | 1.0 | 4 | 7 | -1 | 9 | 0 | 3 | 3 | -1 | -3
COC(=O)C1=C(c2c(C)noc2C)C[C@@H]2CC[C@H]1N2C(=O)NCCOc1ccccc1Cl | 0.2 | -1 | 2 | -4 | -2 | -1 | 8 | -3 | -2 | 6
Cc1ccc2c(c1)NP(=S)(Oc1ccccc1)N2 (stereo not given) | 0.8 | -5 | 5 | -5 | -2 | 1 | 7 | -2 | -2 | 1
COC(=O)C1=C(c2ccc(F)cc2OCc2ccccc2)C[C@@H]2CC[C@H]1N2C(=O)NC(C)C | 0.7 | -6 | -8 | 2 | 7 | 1 | -11 | 13 | 3 | 5
O=CC(Br)P(=O)(N1CCOCC1)N1CCOCC1 (stereo not given) | -0.3 | 6 | -4 | 3 | 4 | 0 | -2 | 0 | -4 | 4
CC(C)(C)C(=O)C(Oc1ccc(Cl)cc1)n1cncn1 (stereo not given) | 0.8 | -5 | 5 | 0 | 0 | -1 | 14 | -7 | -4 | -5
CCn1c(O)c(N=Nc2ccc(S(=O)(=O)N3CCOCC3)cc2)c(=O)n(CC)c1=S | 0.0 | -7 | -2 | -1 | -5 | 1 | 11 | 5 | -1 | -1
O=C(CN1CC(c2ccccc2)CC1=O)NCc1ccc(F)cc1 (stereo not given) | 0.8 | -2 | -5 | 2 | -4 | 2 | -5 | -5 | 0 | 6
Cc1cc(Br)ccc1N1C(=O)CC(=O)NC1=O | -0.4 | -5 | 6 | 2 | 10 | 1 | 10 | 4 | 0 | -2
Cn1c(=O)c2c(nc(-c3ccc(N(CCCl)CCCl)cc3)n2C)n(C)c1=O | -12 | -2 | 1 | i | -6 | -5 | 6 | i | i | 2
CCCCn1c(=O)c(C(=O)Nc2ncccc2C)c(O)c2ccccc21 | -9.1 | -3 | -25 | -26 | 0 | 0 | 7 | -12 | -5 | -10
CCOP(=O)(OCC)C(O)c1ccc(OC)c(OC)c1 (stereo not given) | -0.2 | 9 | 8 | 1 | 2 | 2 | -9 | 0 | -1 | 5
CC(=O)N1CCC(N2CCCC(C(=O)c3cccc(Cl)c3)C2)CC1 (stereo not given) | 0.3 | 3 | 1 | -1 | 2 | -4 | 9 | 2 | -5 | -4
COc1ccc(CCNC2CCCCC2)cc1OC | 0.1 | 1 | 4 | 2 | -8 | 0 | 9 | 4 | 1 | -1
CC(=O)Nc1ccc(N=Cc2c(O)n(Cc3ccco3)c(=O)[nH]c2=O)cc1 | -5.0 | -7 | 13 | -22 | -2 | 2 | 6 | -11 | -4 | -5
COC(=O)C1=C(c2ccc(F)cc2OCc2ccccc2)C[C@@H]2CC[C@H]1N2C(=O)NCc1ccc(OC)cc1 | 0.0 | -8 | 0 | 2 | -6 | -4 | 13 | 14 | 4 | 1

One compound at a time, as listed above. Order of values: proKLK7 act, Tn7 DDE FP, TDP2 absorb, PLC-gamma1 inh, ASAP1 inh, LEDGF integ inh, ARFGAP1 inh, ADAM10 inh, ADAM17 inh, Tn6 DDE FP
Shown for `CCCCn1c(=O)c(C(=O)Nc2ncccc2C)c(O)c2ccccc21` : -9.1, -3, -25, -26, 0, 0, 7, -12, -5, -10
Shown for `CCOP(=O)(OCC)C(O)c1ccc(OC)c(OC)c1` (stereo not given) : -0.2, 9, 8, 1, 2, 2, -9, 0, -1, 5
Shown for `CCn1c(O)c(N=Nc2ccc(S(=O)(=O)N3CCOCC3)cc2)c(=O)n(CC)c1=S` : 0.0, -7, -2, -1, -5, 1, 11, 5, -1, -1
Shown for `COC(=O)C1=C(c2ccc(F)cc2OCc2ccccc2)C[C@@H]2CC[C@H]1N2C(=O)NCc1ccc(OC)cc1` : 0.0, -8, 0, 2, -6, -4, 13, 14, 4, 1

(list continues)
SMILES | proKLK7 act | Tn7 DDE FP | TDP2 absorb | PLC-gamma1 inh | ASAP1 inh | LEDGF integ inh | ARFGAP1 inh | ADAM10 inh | ADAM17 inh | Tn6 DDE FP
CCOc1ccc(/C=C2/C(=O)NC(=O)N(CCc3ccc(F)cc3)C2=O)cc1 | -0.3 | -4 | 5 | -3 | -1 | 3 | -10 | 1 | 1 | -13
Clc1cccc(CN2CCCCC2c2cccnc2)c1 (stereo not given) | -0.4 | -1 | -15 | 1 | 2 | 1 | -3 | -3 | 4 | 3
Cc1nn(Cc2ccccc2)c(C)c1C(=O)OCC(=O)Nc1cccc(S(N)(=O)=O)c1 | -0.3 | -1 | 2 | -2 | 4 | 0 | 1 | 11 | -1 | 2
CC(=O)N1CN2CN(C(C)=O)CC(C(=O)c3ccc([N+](=O)[O-])cc3)(C2)C1 | 0.2 | -8 | -9 | 4 | -9 | 0 | 8 | 11 | 2 | -6
Nc1cc(Cl)cc(C(=O)O)c1Cl | -0.1 | 6 | 1 | 0 | -6 | -1 | -3 | -7 | -3 | -3
CN(C)CC1CSCCC1(O)c1ccc(Cl)cc1 (stereo not given) | -1.2 | -2 | 0 | 1 | -3 | -1 | 12 | 4 | 0 | 1
CN1C(=O)c2ccccc2NC(=O)C1Cc1ccccc1 (stereo not given) | -1.0 | -1 | -3 | -4 | -9 | 2 | 17 | -5 | 0 | -5
NCCc1cc(O)c(O)cc1O | -2.1&-0.6 | 5&8 | 8&13 | -3&1 | 6&1 | 56* | -13&2 | -14&-16 | -9&-9 | 10&2
CCN(CC)c1ccc(N=Cc2c(O)n(CCc3ccc(OC)c(OC)c3)c(=O)[nH]c2=O)cc1 | -0.3 | -9 | 8 | -3 | 0 | 4 | -8 | 1 | 2 | 1
C=CCn1c(O)c(C(CC)=Nc2ccc3c(c2)CCC3)c(=O)[nH]c1=O | -0.1 | 6 | 3 | -9 | -10 | 1 | 19 | -8 | -5 | -5

Only LEDGF integ inh and Tn7 DDE FP (2 entries from above):
| molecule | LEDGF integ inh | Tn7 DDE FP |
| --- | --- | --- |
| Cc1nn(Cc2ccccc2)c(C)c1C(=O)OCC(=O)Nc1cccc(S(N)(=O)=O)c1 | 0 | -1 |
| CC(=O)N1CN2CN(C(C)=O)CC(C(=O)c3ccc([N+](=O)[O-])cc3)(C2)C1 | 0 | -8 |

The listing continues:
SMILES | proKLK7 act | Tn7 DDE FP | TDP2 absorb | PLC-gamma1 inh | ASAP1 inh | LEDGF integ inh | ARFGAP1 inh | ADAM10 inh | ADAM17 inh | Tn6 DDE FP
COc1ccc2c(c1OC)C(=O)OC2c1c(O)n(C2CCCCC2)c(=O)[nH]c1=O (stereo not given) | -0.7 | 5 | 0 | -3 | -10 | -1 | -10 | -7 | -8 | -1
CC1(C)CC(n2[nH]c(=O)c3c2NC(=O)CSC3c2ccc(F)cc2)CCO1 (stereo not given) | 0.1 | 0 | 1 | 0 | -2 | 3 | 3 | -1 | -4 | 6
O=C(O)c1cccc(N=Nc2c(O)[nH]c(=O)[nH]c2=O)c1 | -0.4 | 8 | -23 | 2 | 14 | -1 | -9 | -2 | 4 | -1
COc1cc2c(c(OC)c1OC)-c1ccc(O)cc1[C@@H](NC(C)=O)CC2 | 1.0 | -2 | -3 | 0 | 4 | 2 | 2 | -11 | -6 | -2
COCCN1C(=O)NC(=O)/C(=C\c2ccc(F)cc2)C1=O | 0.0 | 1 | 20 | -2 | -7 | -5 | 7 | -8 | -5 | 3
Cc1ccc(CC(=O)N2CCN(C)CC2)cc1 | -0.1 | 6 | -2 | 1 | -2 | -1 | 10 | -6 | -3 | 5
COc1cccc(-n2c(CN3CCN(C)CC3)nc3ccc([N+](=O)[O-])cc3c2=O)c1 | -0.5 | 4 | -2 | -4 | 5 | 1 | -2 | -7 | -3 | -1
